Bioassay records from PubChem.
SIAH1 antagonists – Siah-1 peptide-binding antagonists, primary screen, biochemical, fluorescence polarization, rhodamine-plectin, uHTS (AID 1817). E3 ubiquitin-protein ligase SIAH1 (Homo sapiens). Siah-1 / rhodamine-plectin peptide fluorescence polarization; higher % means a stronger effect. displacement, % at 20 µM; hits with a dose series show IC50 in µM. 0.02% of 290,000 active;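 active = displacement of at least 50% at 20 µM, with a fluorescence ratio check between 0.3 and a set limit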;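 note: plate controls were Siah plus tracer with DMSO for no effect and tracer alone without Siah for full effect; strong numbers were not always called active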
LYP inhibition – inhibitors of LYP phosphatase, biochemical, fluorescence intensity, uHTS (AID 1779). recombinant LYP phosphatase, fluorescence intensity; higher % means a stronger effect. Tyrosine-protein phosphatase non-receptor type 22 (Homo sapiens). inhibition, % at 11.5 µM; hits with a dose series show IC50 in µM. 0.054% of 290,000 active; in the data active = inhibition above about 50%;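 note: plate controls were vehicle with enzyme for no effect and no enzyme for full effect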
Salmonella PhoP GFP – inhibitors of PhoP regulon expression, primary screen, Salmonella Typhimurium, GFP reporter (AID 1863) | S. Typhimurium PhoP-regulated promoter GFP reporter, 4 h; higher % means a stronger effect | 0.16% of 300,000 active | inhibition, % at 50 µM; hits with a dose series show IC50 in µM;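 active = inhibition over 29.93%, a cutoff 3 SD above the screen mean, later confirmed by dose response; inconclusive = inhibition over 29.93% but no dose response follow-up; inactive = inhibition at most 29.93% or unconfirmed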;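 note: 0% = low Mg2+ inducing control and 100% = high Mg2+ repressing control; strong numbers were not always called active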
GPR55 LPI antagonism – GPR55 antagonists blocking LPI-driven arrestin recruitment, primary screen, imaging, U2OS, beta-arrestin-GFP, LPI agonist (AID 2013); U2OS GPR55 beta-arrestin-GFP translocation imaging, LPI antagonism; higher % means a stronger effect; inhibition, % at 10 µM, or IC50 in µM where a hit was titrated; 0.13% of 290,000 active;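 active = spots per cell inhibited over 60%, with over 100 cells counted and total cytoplasm intensity under 500,000; inconclusive = wells with under 100 cells, flagged as likely toxic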;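 note: U2OS cells stably carrying GPR55 and arrestin-GFP stimulated by 5 µM LPI near EC80; imaged beta-arrestin-GFP aggregate spots per cell after agonist stimulation; plate controls were LPI-stimulated DMSO wells for no effect and DMSO wells without LPI for full effect; some results filed as inactive read as strong as hits; confirmed hits need IC50 under 10 µM and bright autofluorescent wells are also inconclusive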
GPR35 antagonists – GPR35 antagonists blocking zaprinast-driven arrestin recruitment, primary screen, imaging, U2OS, beta-arrestin-GFP, zaprinast agonist (AID 2058) | one-dose inhibition, % at 10 µM; IC50 in µM for titrated hits | U2OS GPR35 beta-arrestin-GFP translocation imaging, zaprinast antagonism; higher % means a stronger effect | G-protein coupled receptor 35 (Homo sapiens) | 0.052% of 290,000 active;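 active = inhibition of at least 50% with at least 30 cells and total cytoplasm GFP at most 10,000,000; inconclusive = under 30 cells or total GFP of 10,000,000 plus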
Myeloid diff MLP – induction of myeloid progenitor differentiation, primary screen, cell-based, flow cytometry, MLPCN library | 1% of 360,000 active | calls only at 10 µM | AID 624256, 2012 | ER-HoxA9 myeloid progenitors, lysozyme-GFP differentiation;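 active = normalized GFP-positive differentiation at or above the plate's own cutoff, the solvent-only control mean plus 3 SD; inconclusive = no clear call, values can overlap the other calls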;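 note: cells exposed to compound for four days before flow analysis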
HIV fusion peptide – inhibitors of HIV fusion peptide binding, primary screen, biochemical, uHTS, fluorescence dequenching (AID 1986). cell-free peptide binding, fluorescence dequenching, 30 min; higher % means a stronger effect. 0.3% of 290,000 active. inhibition, % at 20 µM; hits with a dose series show IC50 in µM; in the data active = inhibition mostly above about 52%, no sharp cut-off; inactive = mostly below about 76%; note: some results filed as inactive read as strong as hits
NTR1 agonist – agonists of NTR1, primary screen, imaging, U2OS cells, beta-arrestin-GFP, high content (AID 493036) | NTR1-U2OS beta-arrestin-GFP spot imaging, agonist mode | activation, % at 20 µM | 0.17% of 330,000 active;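 active = activation at or above 40% of the spot to cytoplasm intensity ratio, with at least 20 cells analyzed; inconclusive = wells under 20 cells, flagged as cytotoxic or low count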;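 note: 0% = DMSO without peptide and 100% = 100 nM NTR1 peptide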
Target sequence (P30989 whole entry, looked up): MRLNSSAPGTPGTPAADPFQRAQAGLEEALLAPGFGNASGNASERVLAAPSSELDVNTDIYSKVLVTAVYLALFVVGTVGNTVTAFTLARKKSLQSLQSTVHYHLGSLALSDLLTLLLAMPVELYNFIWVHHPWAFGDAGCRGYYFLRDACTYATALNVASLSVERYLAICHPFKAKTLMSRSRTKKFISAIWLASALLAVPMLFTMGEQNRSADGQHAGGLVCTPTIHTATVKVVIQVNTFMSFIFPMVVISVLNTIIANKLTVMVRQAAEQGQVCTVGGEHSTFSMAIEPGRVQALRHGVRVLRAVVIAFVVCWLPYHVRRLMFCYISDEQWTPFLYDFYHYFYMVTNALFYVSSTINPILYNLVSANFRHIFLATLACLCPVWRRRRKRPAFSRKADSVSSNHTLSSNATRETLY
Rac1 GTP hydrolysis – MgcRacGAP GTPase-activating activity inhibitors, confirmation, biochemical, ADP Hunter fluorescence. MgcRacGAP-stimulated Rac1 GTP hydrolysis, ADP Hunter fluorescence; higher % means a stronger effect; GST-tagged Rac1 F28L mutant substrate. inhibition, % at 30 µM; hits with a dose series show IC50 in µM. 0.6% of 340,000 active;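 active = first-screen hits whose inhibition reached a set limit at any dose in the follow-up dose series; inconclusive = inhibition above the set first-screen limit but never retested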;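 note: fluorescence reports GDP produced by GAP-driven GTP hydrolysis; strong numbers were not always called active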
NTR1 agonist cell count 20 µM – second read-out of NTR1 agonist, no call of its own (marks repeat the call); cell count; measured here: cell count, cytotoxicity flag
Myeloid diff MLP GFP+ MAC1+ % – recorded beside Myeloid diff MLP, whose call it bears; GFP+ MAC1+ double positive, %; measured here: differentiation confirmed by MAC1 staining
* hit, by the source's call; i = inactive; ? = inconclusive; . = not tested or not shown.

The opening two records, to show the layout:
SMILES | SIAH1 antagonists | LYP inhibition | Salmonella PhoP GFP | GPR55 LPI antagonism | GPR35 antagonists | Myeloid diff MLP | Myeloid diff MLP GFP+ MAC1+ % | HIV fusion peptide | NTR1 agonist | NTR1 agonist cell count 20 µM | Rac1 GTP hydrolysis
C=CCC1(O)C(=O)N2C(=C1C(=O)OCC)c1ccc3ccccc3c1CC2(C)C (configuration not stated) | 4% | 3% | 0% | 14% | 4% | i | 0.5 | 0.1% | 3.7 | 86 | -2%
Cc1nnc(SC(C)C(=O)Nc2ccc(Cl)cn2)n1Cc1ccccc1 (configuration not stated) | -2% | -10% | 1% | 0% | -4% | i | 3.8 | -1.3% | 0.2 | 53 | 7%

The list itself, from the first entry:
SMILES | SIAH1 antagonists | LYP inhibition | Salmonella PhoP GFP | GPR55 LPI antagonism | GPR35 antagonists | Myeloid diff MLP | Myeloid diff MLP GFP+ MAC1+ % | HIV fusion peptide | NTR1 agonist | NTR1 agonist cell count 20 µM | Rac1 GTP hydrolysis
C=CCC1(O)C(=O)N2C(=C1C(=O)OCC)c1ccc3ccccc3c1CC2(C)C (configuration not stated) | 4% | 3% | 0% | 14% | 4% | i | 0.5 | 0.1% | 3.7 | 86 | -2%
Cc1nnc(SC(C)C(=O)Nc2ccc(Cl)cn2)n1Cc1ccccc1 (configuration not stated) | -2% | -10% | 1% | 0% | -4% | i | 3.8 | -1.3% | 0.2 | 53 | 7%
COc1ccc(N2CC(C(=O)Nc3nnc(SCC(=O)NC(C)(C)C)s3)CC2=O)cc1 (configuration not stated) | -1% | -2% | -7% | 2% | 0% | i | 1.0 | -2.0% | 0.9 | 58 | 6%
CS(=O)(=O)c1cccc(C(=O)Nc2ccccc2Cc2ccccc2)c1 | 4% | -1% | -4% | -13% | 2% | i | 0.5 | -0.5% | -0.6 | 41 | -7%
CCCOc1ccc(N2CC(C(=O)Nc3ccccc3C(=O)NCc3ccco3)CC2=O)cc1 (configuration not stated) | -1% | -13% | -5% | 2% | -16% | i | 7.4 | 1.8% | 1.9 | 83 | 2%
C[C@H](O)CC1=C[C@H](O)[C@@H](C)OC1=O | 1% | -8% | -8% | 2% | -12% | i | 2.8 | -0.9% | 0.6 | 91 | -3%
O=C(CN(C1CCCCC1)S(=O)(=O)c1ccccc1)NCc1ccco1 | -2% | -4% | 0% | -3% | 24% | i | 4.6 | -2.1% | -0.3 | 58 | 1%
C=CCn1c(N)c(C(=O)Nc2ccccc2)c2nc3ccccc3nc21 | 1% | -5% | 0% | 26% | -12% | . | . | 8.5% | 29 | 38 | 16%
Nn1cnnc1N/N=C/c1ccc(Cl)cc1Cl | 1% | -1% | -4% | -1% | 2% | i | 0.5 | -0.4% | 2.0 | 83 | 4%
CC(C)(CO)NC(=O)Nc1ccc(Cl)c(Cl)c1 | 3% | 5% | 0% | -9% | 5% | i | 0.2 | -0.3% | 0.7 | 26 | 1%
CCOc1c(CNc2nnnn2C)cccc1OC | 1% | -11% | -8% | -5% | -5% | i | 0.2 | 1.0% | 1.4 | 57 | 7%
CCCCCNS(=O)(=O)c1cc2c3c(c1)CCC(=O)N3CCC2 | -5% | -4% | -4% | -1% | -3% | i | 1.3 | 1.1% | 0.1 | 60 | 10%
Cn1c(Cl)c(/C=N/OC(=O)c2ccc(Cl)cc2)c2ccccc21 | -6% | 2% | 0% | 3% | -11% | i | 1.2 | 3.1% | 3.6 | 53 | 5%
COc1cc(OC)cc(C(=O)NC(=S)N2CCCCC2c2cccnc2)c1 (configuration not stated) | -6% | 0% | . | -8% | -2% | i | 2.0 | 0.3% | 11 | 91 | 1%
CCOc1ccc(C(C(=O)NC2CCCCC2)N(C(=O)c2ccccn2)c2cccnc2)cc1 (configuration not stated) | -5% | -5% | -5% | -3% | 10% | i | 0.4 | 0.2% | 2.4 | 43 | 6%
COc1ccc(S(=O)(=O)NCC2CCCN(Cc3ccccc3C)C2)cc1 (configuration not stated) | -3% | -9% | 4% | -4% | 8% | i | 0.5 | 0.4% | 0.2 | 41 | 5%
COc1ccc(N(CC(=O)NC2CCCCC2)C(=O)CNC(=O)c2ccco2)cc1OC | 8% | -9% | -1% | 2% | -2% | i | 0.5 | 2.1% | 2.8 | 67 | 2%
O=C(COc1cccc2c1CCN(Cc1ccc(Cl)cc1)C2=O)N1CCOCC1 | 14% | -2% | 0% | 7% | 8% | i | 0.0 | -1.6% | -1.7 | 64 | 4%
O=C(CCl)Nc1cn(-c2ccccc2)nc1-c1ccccc1 | 1% | -4% | 6% | 10% | 1% | i | 0.0 | -1.9% | 4.2 | 46 | 6%
COc1cc(NC(=O)NCc2ccncc2)cc(OC)c1OC | -5% | -9% | 6% | 12% | 14% | i | 1.3 | -0.1% | 1.1 | 45 | 2%
CCN(Cc1ccccc1)C(=O)C1CCN(C(=O)Nc2ccccc2)CC1 | -2% | -11% | -5% | 19% | -8% | i | 2.8 | 1.0% | 0.1 | 88 | 2%
Cn1c(Cn2c(=O)sc3ccccc32)nnc1SCC(=O)NCCc1ccccc1 | 2% | -3% | -1% | -2% | 0% | i | 1.0 | -0.4% | 3.9 | 50 | 2%
CC(C)Nc1nc(Oc2cccc(Cl)c2Cl)cc(C(F)(F)F)n1 | 1% | -10% | 13% | 4% | 20% | i | 1.2 | -0.2% | 0.3 | 61 | 6%
O=S(=O)(NCCCc1ccccc1)c1ccc(F)c(F)c1 | -1% | -8% | 4% | -7% | 5% | . | . | -0.3% | 1.3 | 45 | 6%
O=c1cc(CN2CCc3ccccc3C2)nc2sccn12 | -4% | -3% | -4% | -1% | 8% | i | 0.5 | -1.6% | -0.7 | 83 | 6%
Cc1ccccc1OCC(=O)NNC(=O)c1ccc2c(=O)n3c(nc2c1)CCC3 | . | . | 0% | . | . | i | 0.7 | . | -1.1 | 56 | 1%
O=C(CCc1ccccc1)NC(c1cccs1)c1cc(Cl)c2cccnc2c1O (configuration not stated) | -10% | -8% | 9% | 11% | 16% | ? | . | -1.8% | . | . | 7%
C[C@H]1C[C@H]2[C@@H]3CCC4=CC(=O)C=C[C@]4(C)[C@@]3(F)[C@@H](O)C[C@]2(C)[C@@]1(O)C(=O)CO | . | . | 10% | . | . | ? | . | . | -0.5 | 69 | 6%
O=C(CCN1CCCCO1)N1CCCC(Nc2ccc(F)c(F)c2)C1 (configuration not stated) | 0% | -6% | -4% | 10% | 4% | i | 0.9 | 0.9% | 1.5 | 61 | 7%
NC(=S)N/N=C/c1coc2ccc(F)cc2c1=O | -7% | -1% | 8% | -19% | -8% | i | 0.3 | -2.3% | 1.0 | 47 | .
Cc1cc(C)n(-c2nc3ccccc3[nH]c2=O)n1 | 1% | 2% | -10% | 7% | -8% | i | 0.6 | 4.6% | 0.8 | 57 | 7%
CCOC(=O)C1CCCn2c1nc1sc3c(c1c2=O)CCCC3 (configuration not stated) | 4% | -6% | -8% | 18% | 0% | i | 0.6 | -1.0% | 1.1 | 90 | -4%
NC(=O)C1CCN(C(=S)c2cccs2)CC1 | 3% | -10% | -4% | 2% | -3% | i | 0.7 | 0.5% | 2.9 | 79 | 8%
CCOc1ccc(NC(=S)N(CCc2ccncc2)C(C)C)cc1 | -4% | -4% | -4% | 9% | 5% | i | 0.3 | -1.4% | 0.5 | 65 | 4%
Cc1ccccc1-n1cc(C(=O)c2cc(Cl)ccc2O)cc(C#N)c1=O | -1% | -3% | -4% | 12% | -9% | i | 1.0 | 3.7% | 0.8 | 58 | 9%
Cc1cccc(CN2C3=NCCCN3c3ccccc32)c1 | 3% | -2% | -4% | 8% | 8% | i | 0.8 | -1.3% | -0.2 | 44 | 8%
Cc1ccc(C)c(OCc2cc(C(=O)N3CC[C@H](O)C3)no2)c1 | 2% | -10% | -3% | 20% | 1% | i | 0.0 | 2.7% | 0.8 | 58 | 6%
CC(C)COc1nc2ccccc2c(=O)n1OCC(=O)O | 1% | 4% | 5% | 1% | -2% | i | 1.2 | -1.1% | 2.2 | 38 | 11%
Cc1ccc(NC(=O)Cn2cc(C=O)c3ccccc32)cc1 | -3% | -6% | -5% | 9% | 7% | i | 0.9 | 0.4% | 2.1 | 63 | 9%
Cc1c(C(=O)Nc2ccccc2-c2ccccc2)cccc1[N+](=O)[O-] | 5% | -4% | -1% | 24% | -1% | i | 18 | -1.0% | 1.0 | 71 | 4%
Cc1c(C(=O)NCCCn2ccnc2)oc2ccccc12 | -3% | -11% | 2% | -3% | 3% | i | 0.5 | -2.6% | -1.3 | 60 | 2%
COC(=O)C(C)Sc1nc2c(c(=O)n(C)c(=O)n2C)n1Cc1cccc(C)c1 (configuration not stated) | 3% | -4% | 4% | -4% | -12% | i | 0.3 | 0.5% | . | . | 15%
CCC(C(=O)OC)n1c(-c2ccccc2)nc2ccccc2c1=O (configuration not stated) | 3% | 2% | 5% | 6% | 17% | i | 0.4 | 1.0% | 5.0 | 40 | 6%
Cc1ccc(C(=O)N/C(=C\c2cccc([N+](=O)[O-])c2)C(=O)Nc2cccc(C(=O)O)c2)cc1 | 0% | 0% | -5% | 12% | 9% | i | 0.8 | 7.5% | -0.4 | 63 | 3%
O=C(O)CSc1ncnc2sc3c(c12)CCCC3 | -4% | -5% | 3% | -19% | 6% | i | 0.3 | 0.6% | 1.9 | 65 | 10%

Record cards, from the list above. Screens in order: SIAH1 antagonists	LYP inhibition	Salmonella PhoP GFP	GPR55 LPI antagonism	GPR35 antagonists	Myeloid diff MLP	Myeloid diff MLP GFP+ MAC1+ %	HIV fusion peptide	NTR1 agonist	NTR1 agonist cell count 20 µM	Rac1 GTP hydrolysis
Entry for Cc1ccc(C(=O)N/C(=C\c2cccc([N+](=O)[O-])c2)C(=O)Nc2cccc(C(=O)O)c2)cc1 → 0%	0%	-5%	12%	9%	i	0.8	7.5%	-0.4	63	3%
Entry for COC(=O)C(C)Sc1nc2c(c(=O)n(C)c(=O)n2C)n1Cc1cccc(C)c1 (configuration not stated) → 3%	-4%	4%	-4%	-12%	i	0.3	0.5%	.	.	15%
Entry for O=C(O)CSc1ncnc2sc3c(c12)CCCC3 → -4%	-5%	3%	-19%	6%	i	0.3	0.6%	1.9	65	10%
